# Mtb RmlCD inh = M. tuberculosis RmlC/RmlD coupled enzyme inhibitors, primary screen, biochemical, compound mixtures, 384-well, from 1536-well plates | dTDP-4-dehydrorhamnose reductase (Mycobacterium tuberculosis (strain ATCC 25618 / H37Rv)) … | RmlC+RmlD coupled enzyme assay, percent inhibition; primary screen in compound mixtures | inhibition, % at 3.6 µM | AID 1533, 2009 | 160,000 compounds, 0.03% hits; in the data active = inhibition mostly above about 34%, no sharp cut-off; inconclusive = no clear call, values can overlap the other calls; inactive = mostly below about 22%; note: some results filed as inactive read as strong as hits
# Target sequence (P9WH09 whole entry, looked up): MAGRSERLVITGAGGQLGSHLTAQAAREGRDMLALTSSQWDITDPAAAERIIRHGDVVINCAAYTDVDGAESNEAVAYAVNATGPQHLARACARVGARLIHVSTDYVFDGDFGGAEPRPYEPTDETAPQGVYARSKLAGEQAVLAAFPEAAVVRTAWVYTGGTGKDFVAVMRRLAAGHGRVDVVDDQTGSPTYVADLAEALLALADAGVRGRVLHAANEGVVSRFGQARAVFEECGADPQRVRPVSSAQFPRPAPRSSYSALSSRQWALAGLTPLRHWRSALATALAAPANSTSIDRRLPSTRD
# Target sequence (P9WH11 whole entry, looked up): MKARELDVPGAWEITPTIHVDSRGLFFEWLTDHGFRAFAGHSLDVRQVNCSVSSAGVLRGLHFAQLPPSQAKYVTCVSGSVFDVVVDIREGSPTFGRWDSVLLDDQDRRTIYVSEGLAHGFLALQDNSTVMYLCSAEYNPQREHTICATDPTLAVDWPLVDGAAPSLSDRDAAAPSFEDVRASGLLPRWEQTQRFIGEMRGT
# M. tuberculosis GlmU = inhibition of mycobacterial GlmU enzyme – biochemical, glucosamine-1-phosphate acetyltransferase (AID 1376). inhibition, %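 (tested at 30 µM in the primary screen)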; hits with a dose series show IC50 in µM. 220,000 compounds, 0.25% hits. M. tuberculosis GlmU acetyltransferase enzyme assay; higher % means a stronger effect; in the data active = inhibition above about 13%; inconclusive = no clear call, values can overlap the other calls;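 note: 0% = complete reaction with vehicle and 100% = reaction without substrate; strong numbers were not always called active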
# * marks the source's active call; other numbers are inactive results; ? = inconclusive; . = not tested or not shown. A portion of the library, so the mix of outcomes need not match the whole.
# Results follow in this order: Mtb RmlCD inh, M. tuberculosis GlmU
CCc1ccc(-c2cc(C(F)(F)F)n3nc(C(=O)Nc4cnn(Cc5ccccc5C)c4)cc3n2)s1
→ ., 2.4%
COc1ccc(OCCNC(=O)c2ccccc2OCC(=O)Nc2ccc(NC(C)=O)cc2)cc1
→ -3, -4.7%
Fc1ccccc1CCNCc1cccc2ccccc12
→ 0, 0.7%
COc1ccc(C(=O)NCCc2nnc(SCC(=O)Nc3ccc(Br)cc3)n2C)cc1
→ 11, 3.4%
O=S(=O)(NCCc1cn2ccccc2n1)c1ccc2c(c1)CCCC2
→ ., -1.7%
O=c1[nH]c(N/N=C\c2ccc3c(c2)OCO3)nc2ccccc12
→ ., 2.7%
Cc1[nH]c2ccccc2c1C(=O)C(=O)NCc1ccco1
→ -10, -1.9%
CC(=O)NC(CC(C)C)C(=O)NC(CO)C(=O)NC(CCC(=O)O)C(=O)NC(C)C(=O)NC(CC(C)C)C(N)=O (centres undefined)
→ ., 1.5%
CCOc1cc(CO)cc(Br)c1OCC(N)=O
→ 8, -0.5%
CCOC(=O)N1CCC(N2CCCC(CO)(Cc3ccccc3C)C2)CC1 (centres undefined)
→ -6, 1.1%
O=C(CN1CCCCC1)Nc1ccccc1NC(=O)CN1CCCCC1
→ ., -11%
CCN1CCN(Cc2cc(Br)ccc2O)CC1
→ 2, -0.7%
Cc1cc(C)c2c(CN3CCN(C/C=C/c4ccccc4)CC3)cc(=O)oc2c1
→ ., 8.1%
O=C(CN1CCCCCCC1)Nc1cc(Cl)cc(Cl)c1
→ -6, -4.9%
Cc1[nH]nc2c1C(c1ccccn1)N(c1ccc(Br)cc1)C2=O (centres undefined)
→ -7, 3.8%
CC(=NCc1ccco1)c1c(O)n(-c2ccccc2)c(=O)[nH]c1=O
→ ., 12%
CCCCC(=O)Nc1nc(C)c(-c2csc(Nc3cc(Cl)ccc3OC)n2)s1
→ 25, 1.5%
CCC(=O)N(CCC(c1ccco1)c1ccccc1OC)Cc1cccs1 (centres undefined)
→ 2, 4.3%
O=C(CCCN1C(=O)c2cccnc2C1=O)Nc1ccccc1F
→ 10, -0.9%
CCOC(=O)c1sc(NC(=O)COC(=O)Cn2cnc3ccccc32)c(C(=O)OCC)c1C
→ -8, .
O=C(NC(NC(=S)Nc1ccccc1)C(Cl)(Cl)Cl)c1cccc(Cl)c1 (centres undefined)
→ -1, -7.1%
O=C(OCn1ncc(Cl)c(Cl)c1=O)c1ccccc1Cl
→ 8, -1.2%
CCCC(=O)Nc1nn(CCC)c2nc3ccccc3cc12
→ ., 6.3%
Cc1nc(SCC(=O)Nc2ccc(F)cc2)c2oc3ccccc3c2n1
→ 9, 6.9%
Cc1cc(C)cc(NC(=S)N(C)C)c1
→ ., -1.3%
CC(C)CNC(=O)Cn1nc(C(F)(F)F)c2c1CCCC2
→ ., 5.1%
CC1=CC(C)(C)Nc2cc(C)c(C)cc21
→ 4, 1.0%
O=c1c2ccccc2c(C=Nc2ccc(O)cc2)c(O)n1-c1nccs1
→ 13, 0.2%
COCc1cc(C)nc(SCC(=O)Oc2ccc(Cl)cc2)c1C#N
→ 4, -2.5%
COc1cccc(NC(=O)CNC(=O)c2ccc(C)cc2)c1
→ -10, -2.3%
O=C(NCc1cccc(Br)c1)c1cc(-c2ccccc2)nn1CC1CC(c2cccnc2)=NO1 (centres undefined)
→ ., -1.0%
COCCCNc1nc2nonc2nc1N1CCN(C2CCCC2)CC1
→ 8, -4.2%
CCn1c(=O)n(CC)c2cc(S(=O)(=O)N3CCOCC3)ccc21
→ 5, -0.8%
Nc1c(C(=O)OCC2CCCO2)c2nc3ccccc3nc2n1Cc1cccs1 (centres undefined)
→ -4, -3.1%
COc1cccc(CNC(=O)CCC2CCCN(Cc3ccc4c(c3)CCO4)C2)c1 (centres undefined)
→ ., 5.9%
CCCCNCc1cc(OCC)c(OCC(N)=O)cc1Br
→ 9, 1.6%
COc1ccc(C(=O)c2cnc(/N=C/N(C)C)s2)cc1
→ 23, 0.6%
CC(C(=O)OCc1nnc(-c2ccccc2)o1)N1C(=O)c2ccccc2C1=O (centres undefined)
→ ., -6.1%
COC(=O)c1ccc(NC2c3ncccc3C(=O)N2Cc2cccs2)cc1 (centres undefined)
→ -13, 1.4%
COc1cccc(CNc2ncn[nH]2)c1OCc1ccccc1F
→ -8, -0.7%
COC(=O)Nc1nnc(Cc2ccc(OC)cc2)s1
→ 7, -2.2%
O=C(Nc1cc2nn(-c3ccccc3)nc2cc1Cl)c1ccco1
→ 1, 0.3%
Cc1cccc(N(CC(=O)NC2CCCC2)C(=O)c2cc3cc4cccc(C)c4nc3s2)c1C
→ 12, 3.4%
CC(=O)Nc1c(NC(C)C)c2ccccc2oc1=O
→ 11, 1.9%
O=C(NCc1ccc(N2CCCC2=O)cc1)c1cn(CCc2ccccc2)nn1
→ ., 0.6%
O=c1[nH]c(CSc2nnc(Cc3ccccc3)o2)nc2ccccc12
→ 3, -1.1%
COc1ccc(/C(C)=N/N=C2/NC(=O)CC(C(=O)O)S2)cc1 (centres undefined)
→ 20, -4.2%
CN(CCCNC(=O)CN1C(=O)CC(C)(C)S(=O)(=O)c2ccccc21)C1CCCCC1
→ -3, .
C=CCn1c(SC)nnc1-c1cccc([N+](=O)[O-])c1
→ ., 0.9%
CN1CCC(=NNC(=O)C(=O)NC2CCCC2)CC1
→ 10, .
Cc1nnc(SCC(=O)N(C)C2CCCCC2)s1
→ 4, -1.0%
COc1ccc(N2CCN(C(=O)Cn3nnc(-c4cccs4)n3)CC2)cc1
→ 5, 2.9%
CC1CCC(C(C)C)C(OCC(O)C[N+]2(C)CCCCC2)C1 (centres undefined)
→ -1, 2.7%
Cc1[nH]c2ccccc2c1C(=O)CSc1n[nH]c(N)n1
→ 7, -3.6%
COCCN(CC(=O)Nc1ccccc1)S(=O)(=O)c1ccc(S(=O)(=O)N2CCCC2)cc1
→ ., -0.8%
COc1cccc(-c2nnc(NC(=O)c3ccccc3Br)o2)c1
→ ., 0.6%
OCCNc1nc(Nc2ccccc2)nc2ccccc12
→ ., 2.4%
Nc1nc(SCC(=O)NCCOCCO)nc2sc3c(c12)CCCC3
→ -7, -7.6%
COc1cccc(CN2CCN(Cc3cc(OC)c(OC)cc3[N+](=O)[O-])CC2)c1
→ ., 0.3%
CCN(CC)c1ccc(S(=O)(=O)Nc2cc(Cl)ccc2Cl)cc1NC(=S)NC(=O)C1CCCC1
→ 5, -2.8%

# Sorted by number of heavy atoms (largest number first): part of the list above
# Results follow in this order: Mtb RmlCD inh, M. tuberculosis GlmU
COCCCNc1nc2nonc2nc1N1CCN(C2CCCC2)CC1
→ 8, -4.2%
CC(=NCc1ccco1)c1c(O)n(-c2ccccc2)c(=O)[nH]c1=O
→ ., 12%
O=C(CN1CCCCCCC1)Nc1cc(Cl)cc(Cl)c1
→ -6, -4.9%

# Later entries.
# Results follow in this order: Mtb RmlCD inh, M. tuberculosis GlmU
O=c1c2ccccc2c(/C=N/c2nnc(Cc3ccccc3)s2)c(O)n1-c1ccc(Cl)cn1
→ ., 5.2%
CC(C)c1ccc(COc2ccc(C(=O)N3CCOCC3)cc2)cc1
→ 6, -0.1%
Cc1nc(N2CCc3ccccc3C2)[nH]c(=O)c1CCC(C)C
→ 13, 1.5%
CCN(CC)c1ccc2cc(S(=O)(=O)c3ccc(C)cc3)c(=O)oc2c1
→ 3, -6.6%
O=C(NC1CCCC1)C1CCCN1S(=O)(=O)c1cccc2cccnc12 (centres undefined)
→ 8, 9.2%
CN(C)S(=O)(=O)N1CCC(CO)(CCc2ccccc2)CC1
→ ., -1.0%
O=C(O)CCCCC1CCSS1 (centres undefined)
→ 4, 3.9µM*
CSC1=NCCN1S(=O)(=O)c1ccccc1
→ -15, -1.1%
Cc1ccc(/C=N/NC(=O)c2ccccn2)s1
→ 0, 2.1%
O=C(O)C1CSC(c2ccc3c(c2)OCO3)N1 (centres undefined)
→ 1, 9.2%
Cn1[nH]c(=O)c2ccccc2c1=O
→ 9, -4.3%
O=C(Cc1cccs1)N/N=C\c1ccc([N+](=O)[O-])s1
→ ., -6.1%
CCC(C)Cn1c(O)cc2nn(-c3nc4ccccc4s3)c(=O)c-2c1C (centres undefined)
→ 2, 1.4%
COc1ccc(OCC(=O)Nc2ccccc2C(=O)N2CCCC2)cc1
→ ., -3.6%
C=CCOC(=O)Nc1snnc1C
→ 9, 2.5%
O=C1CC(c2ccccc2)N1c1ccccc1 (centres undefined)
→ 19, 0.0%
Cn1c(=O)c(=O)n(C)c2cc(S(=O)(=O)NCCOc3ccccc3Cl)ccc21
→ 4, 2.4%
COc1ccc(C(=O)CN2C(=O)NC(C)(c3ccccc3)C2=O)cc1OC (centres undefined)
→ -9, -4.8%
CCn1cc(CNC(=O)c2c(-c3c(Cl)cccc3Cl)noc2C)c(C)n1
→ 0, 1.2%
O=S1(=O)CCN2C=C(Cl)C=C(Cl)C2=N1
→ 15, -3.9%
N=C1c2ccccc2CN1NC(=O)c1ccc(Br)cc1
→ 8, -6.4%
CCCCCn1c(CN2CC(C)OC(C)C2)nc2c1c(=O)n(C)c(=O)n2C (centres undefined)
→ ., -0.1%
CC/C(=N\NC(N)=O)c1c(O)[nH]c(=O)[nH]c1=O
→ -1, -3.5%
Nn1c(SCC(=O)Nc2ccc(F)cc2F)nnc1-c1cccnc1
→ ., 2.9%
Clc1ccc(-c2csc(Nc3cccnc3)n2)cc1
→ 7, -1.9%
CCCCn1nc2cc(C(=O)N[C@H](C)C3CCCCC3)ccc2c1OCC
→ ., -6.4%
O=C(CCc1ccccc1)Nc1ncc([N+](=O)[O-])s1
→ -5, -0.3%
O=C(COC(=O)c1cc2ccccc2cc1O)Nc1cccnc1Cl
→ -9, 1.8%
COC(=O)c1ccc(C)c(NC(=O)C2COc3ccccc3O2)c1 (centres undefined)
→ 41, -1.1%
O=C1CSC(c2ccc([N+](=O)[O-])cc2)N1CCN1CCCCC1 (centres undefined)
→ -3, -5.4%

# Random excerpt: 2 records from the list, in no set order.
# Results follow in this order: Mtb RmlCD inh, M. tuberculosis GlmU
CCC(C)Cn1c(O)cc2nn(-c3nc4ccccc4s3)c(=O)c-2c1C (centres undefined)
→ 2, 1.4%
O=C(Cc1cccs1)N/N=C\c1ccc([N+](=O)[O-])s1
→ ., -6.1%

# Compounds listed so far with a furan ring, fused or not (5):
# Results follow in this order: Mtb RmlCD inh, M. tuberculosis GlmU
Cc1[nH]c2ccccc2c1C(=O)C(=O)NCc1ccco1
→ -10, -1.9%
CC(=NCc1ccco1)c1c(O)n(-c2ccccc2)c(=O)[nH]c1=O
→ ., 12%
CCC(=O)N(CCC(c1ccco1)c1ccccc1OC)Cc1cccs1 (centres undefined)
→ 2, 4.3%
Cc1nc(SCC(=O)Nc2ccc(F)cc2)c2oc3ccccc3c2n1
→ 9, 6.9%
O=C(Nc1cc2nn(-c3ccccc3)nc2cc1Cl)c1ccco1
→ 1, 0.3%

# Later entries
# Results follow in this order: Mtb RmlCD inh, M. tuberculosis GlmU
Fc1cc(Cl)ccc1NC(=S)NCCN1CCOCC1
→ -7, 1.3%
O=C(CSc1nn(-c2ccccc2)c(=S)s1)NC(=O)NCc1ccco1
→ -7, 10.0%
COc1ccc(C(=O)Nc2ccccc2N2CCCCC2)cc1[N+](=O)[O-]
→ 0, -3.1%
CCOC(=O)c1[nH]c2ccc(OC)cc2c1NC(C)=O
→ 15, 2.0%
Fc1ccc(-c2oncc2-c2nnnn2-c2ccccc2)cc1F
→ ., -0.8%
COC(=O)C(C)NC(=O)C(C)NC(=O)OCc1ccccc1 (centres undefined)
→ ., 1.6%
COc1ccc(Sc2ncnc3onc(C)c23)cc1
→ 13, -3.0%
CC(=O)NC1=NN(C(C)=O)C2(S1)C(=O)N(CC(C)C)c1ccc(C)cc12 (centres undefined)
→ 1, 6.9%
O=C(NC(=S)Nc1ccc(Cc2ccncc2)cc1)c1ccccc1F
→ -18, 0.8%
Cc1occc1-c1nnc(SCC(=O)c2ccc(Cl)cc2)n1CC1CCCO1 (centres undefined)
→ ., 0.1%
COCCCn1c(Cc2csc(Nc3cccc(Cl)c3)n2)nnc1SCC(=O)OC1CCCCC1
→ -4, 9.6%
COc1ccc(NC(=S)NCCc2ccccc2)c(OC)c1
→ -5, 2.3%
Nc1cccc(/C=C/C(=O)O)c1
→ -1, -2.0%
O=C(CC1(O)C(=O)N(CN2CCOCC2)c2ccccc21)c1ccccc1 (centres undefined)
→ -19, 1.7%
Cc1cc(C)c(NC(=O)C2CCC(=O)N2)c(C)c1 (centres undefined)
→ 8, -1.4%
COc1ccccc1NS(=O)(=O)c1cccc(C(=O)N/N=C/c2ccc(OCC(=O)O)cc2)c1
→ 17, 5.1%
Cc1cc(C)c2c3c(sc2n1)C1(CCSCC1)C(C#N)=C(N)O3
→ ., ?
O=C(Nc1ccc2c(c1)OCO2)c1ccc(S(=O)(=O)NCC2CCCO2)cc1 (centres undefined)
→ -7, 2.1%
Cc1ccc(C)n1-c1ccc(-c2nnco2)cc1
→ 0, -3.7%
CCOc1ccc(-n2cnnn2)cc1S(=O)(=O)NC1CC1
→ ., -2.3%
COC(=O)CNC(=O)C(Cc1c[nH]c2ccccc12)NC(=O)Oc1ccccc1 (centres undefined)
→ -4, 1.8%
O=[N+]([O-])c1ccc(NC(=S)N2CCc3ccccc3C2)cc1
→ ., -0.7%
c1ccc(CCn2nnnc2C(c2cccnc2)N2CCN(c3nc4ccccc4s3)CC2)cc1 (centres undefined)
→ -4, 1.6%
O=C(Nc1cccnc1)c1ccc(CSc2ccccc2)cc1
→ ., -2.9%
CCCCNS(=O)(=O)c1ccc2nc(-c3cccnc3)cc(C(=O)NCCCN(CC)CC)c2c1
→ -10, -3.6%
c1ccc(-c2ccccc2OCCCN2CCCC2)cc1
→ ., 1.4%
